RECQ1 inh – inhibitors of human RECQ1 DNA helicase. Potency, µM (series often up to 57.3 µM), inactives show top-dose activity, negative = inhibition, usual class: inhibitors. 240,000 compounds, 0.54% hits. P46063. AID 2549. RECQ1 DNA unwinding, red fluorescence kinetic read;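 further: plate controls were vehicle for no effect and no enzyme for full effect; nearly all actives have a fitted effect of over 30% in size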
Target sequence (P46063 whole entry, looked up): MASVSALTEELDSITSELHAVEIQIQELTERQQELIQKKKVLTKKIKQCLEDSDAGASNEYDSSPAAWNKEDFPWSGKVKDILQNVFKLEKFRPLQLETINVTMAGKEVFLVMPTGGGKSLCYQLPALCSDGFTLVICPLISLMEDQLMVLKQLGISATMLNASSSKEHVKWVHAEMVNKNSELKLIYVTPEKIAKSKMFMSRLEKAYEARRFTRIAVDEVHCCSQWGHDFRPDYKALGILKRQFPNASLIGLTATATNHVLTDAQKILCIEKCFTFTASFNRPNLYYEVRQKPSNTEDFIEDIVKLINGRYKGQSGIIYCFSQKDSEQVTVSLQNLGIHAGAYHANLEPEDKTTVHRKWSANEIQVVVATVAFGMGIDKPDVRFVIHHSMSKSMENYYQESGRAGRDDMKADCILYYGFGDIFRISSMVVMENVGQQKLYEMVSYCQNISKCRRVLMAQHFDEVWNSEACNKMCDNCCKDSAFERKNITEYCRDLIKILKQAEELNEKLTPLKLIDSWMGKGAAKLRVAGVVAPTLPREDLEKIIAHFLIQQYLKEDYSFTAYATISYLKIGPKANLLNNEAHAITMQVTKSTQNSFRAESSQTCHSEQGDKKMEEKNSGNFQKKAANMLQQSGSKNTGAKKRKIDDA
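50 nM RECQ1T1 preincubated 15 min with compound in Tris pH 8.0 buffer with MgCl2, DTT, Tween-20 and 2.5 ug/ml poly(dI-dC); started with 200 nM TAMRA/BHQ-2 forked duplex and 2 mM ATP. Unwinding read as fluorescence (525/598 nm), two reads 2 h apart.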
TR SRC2 fluor cs – alters Texas Red total fluorescence, flagging assay interference. TRb/SRC2 Texas Red total fluorescence interference. Potency, µM (doses to about 106 µM), for inactives: top-dose fluorescence change, negative = quenching. 280,000 compounds, 0.29% hits; active means well fitted curve in either direction with a large enough effect; inconclusive means small, poorly fitted or top-dose-only effect
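Human TRβ ligand-binding domain (0.6 uM) and Texas Red SRC2 peptide (20 nM) in Tris buffer with 1 uM T3 and 5% DMSO were incubated with pinned compound for 5 hr at ambient temperature. Total fluorescence was computed as S + 2P (555/632 nm).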
TRb SRC2 PPI – inhibitors of human thyroid hormone receptor beta-SRC2 interaction. P10828. Potency, µM (top dose mostly 106 µM), inactives show at the top dose activity change, negative = inhibition, most hits filed as inhibitors. 280,000 compounds, 0.065% hits. TRbeta-SRC2 peptide binding, fluorescence polarization; receptor liganded with 1 µM T3;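 further: plate controls were bound peptide for no effect and peptide without receptor for full effect; nearly all actives have a fitted effect of over 50% in size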
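Human TRb LBD (0.6 uM) plus Texas Red-labeled SRC2 peptide (20 nM), 1uM T3, 5% DMSO, 5 hr at ambient temperature. Decreased polarization (555/632 nm) flags inhibition; data normalized to free and bound peptide controls.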
The depositor's hits bear a star; i = inactive; ? = inconclusive; & = joins results of further samples; [ ] = dose if it differs, or a comment. Unless noted, the call rests on the fitted dose curve; in most records, active means well fitted curve in the direction sought with a large enough effect; inconclusive means small, poorly fitted or top-dose-only effect, or another doubt; inactive means no such curve, though single readings can be large; an effect the other way counts as inactive or inconclusive. Unless noted, on the % scale 0 is the no-effect control and ±100 the full control effect; potency means the concentration at half of the fitted maximal effect.

Start of the data: the first five entries as a preview:
1	NCCCC[C@H](N)C(=O)N[C@@H](CCCN=C(N)N)C(=O)N1CCC[C@H]1C(=O)N1CCC[C@H]1C(=O)NCC(=O)N[C@@H](Cc1ccccc1)C(=O)N[C@@H](CO)C(=O)N1CCC[C@H]1C(=O)N[C@@H](Cc1ccccc1)C(=O)O
2	CCC1(CC)C(=O)C2=C3C1[C@H](C(=O)OC)C=C(C(=O)OC)C[C@H]3n1c(=O)n(-c3ccccc3)c(=O)n1[C@H]2C (some centres not stated)
3	O=C1CCN(CCc2ccccc2)CCN1C(CSc1ccc(Br)cc1)c1ccccc1 (configuration not stated)
4	COc1cc2c(c(OC)c1OC)-c1c(cc3c(c1OC)OCO3)CC(C)C(C)C2 (configuration not stated)
5	CC(=O)OCOC(=O)CNc1ccccc1OCCOc1ccccc1NCC(=O)OCOC(C)=O
compound no.,1,2,3,4,5
RECQ1 inh,-9%,-6%,i,-8%,i
TR SRC2 fluor cs,1%,-2%,-1%,0%,?
TRb SRC2 PPI,10%,2%,1%,5%,-1%

Main list, from the first entry:
1	NCCCC[C@H](N)C(=O)N[C@@H](CCCN=C(N)N)C(=O)N1CCC[C@H]1C(=O)N1CCC[C@H]1C(=O)NCC(=O)N[C@@H](Cc1ccccc1)C(=O)N[C@@H](CO)C(=O)N1CCC[C@H]1C(=O)N[C@@H](Cc1ccccc1)C(=O)O
2	CCC1(CC)C(=O)C2=C3C1[C@H](C(=O)OC)C=C(C(=O)OC)C[C@H]3n1c(=O)n(-c3ccccc3)c(=O)n1[C@H]2C (some centres not stated)
3	O=C1CCN(CCc2ccccc2)CCN1C(CSc1ccc(Br)cc1)c1ccccc1 (configuration not stated)
4	COc1cc2c(c(OC)c1OC)-c1c(cc3c(c1OC)OCO3)CC(C)C(C)C2 (configuration not stated)
5	CC(=O)OCOC(=O)CNc1ccccc1OCCOc1ccccc1NCC(=O)OCOC(C)=O
compound no.,1,2,3,4,5
RECQ1 inh,-9%,-6%,i,-8%,i
TR SRC2 fluor cs,1%,-2%,-1%,0%,?
TRb SRC2 PPI,10%,2%,1%,5%,-1%

6	O=C(O)[C@H]1O[C@@H](Oc2ccc3ccc(=O)oc3c2)[C@H](O)[C@@H](O)[C@@H]1O
7	CC[C@H](C)[C@H](NC(=O)[C@H](CO)NC(=O)[C@H](C)NC(=O)[C@H](C)NC(=O)[C@H](CCC(N)=O)NC(=O)[C@H](CCCCN)NC(=O)[C@H](CCCN=C(N)N)NC(=O)[C@@H](N)CS)C(=O)N[C@@H](CCCCN)C(=O)N[C@H](C(=O)N[C@@H](C)C(=O)N[C@H](C(=O)N[C@@H](CO)C(=O)O)C(C)C)C(C)C
8	CCC1CC=CC2C1C(=O)N(Cc1ccccc1)C2c1ccc(OC)c(Cl)c1 (configuration not stated)
9	O=S(=O)(NCCc1ccccc1)c1ccccc1Br
10	NCC(=O)N[C@@H](CCCN=C(N)N)C(=O)NCC(=O)N[C@@H](CCC(=O)O)C(=O)N[C@@H](CO)C(=O)O
compound no.,6,7,8,9,10
RECQ1 inh,-6%,-8%,i,2%,10%
TR SRC2 fluor cs,-2%,-1%,0%,-2%,2%
TRb SRC2 PPI,-2%,-2%,-8%,2%,-3%

11	O=C(NCc1ccccc1)[C@]1(C(F)(F)F)C[C@H](CCCO)CCCO1
12	COc1ccc(-c2nnc3n2N=C(c2cccc(OC)c2)CS3)cc1
13	O=C(/C=C/c1ccc(O)cc1)OC[C@H]1O[C@@H](Oc2c(-c3ccc(O)cc3)oc3cc(O)cc(O)c3c2=O)[C@H](O)[C@@H](O)[C@@H]1O
14	c1ccc(-c2nn[nH]n2)c(Nc2cccc3c2CCCC3)c1
15	CC12CCC=CC1C(c1cccc(Br)c1)N(Cc1ccccc1)C2=O (configuration not stated)
compound no.,11,12,13,14,15
RECQ1 inh,16%,i,10%,2%,-4%
TR SRC2 fluor cs,-3%,0%,-4%,-7%,-1%
TRb SRC2 PPI,8%,4%,10%,-6%,4%

16	O=C1OCCC1N(C(=O)C1CC1)c1cccc(Cl)c1 (configuration not stated)
17	Cc1oc(C)c(C(=O)Nc2ccccc2)c1C
18	CSCC[C@H](NC(=O)[C@H](CC(C)C)NC(=O)CNC(=O)[C@H](Cc1ccccc1)NC(=O)[C@H](Cc1ccccc1)NC(=O)[C@H](CCC(N)=O)NC(=O)[C@H](CCC(N)=O)NC(=O)[C@@H]1CCCN1C(=O)[C@H](CCCCN)NC(=O)[C@@H]1CCCN1C(=O)[C@H](CCCN=C(N)N)NC(=O)CCCCC1SCC2NC(=O)NC21)C(N)=O (some centres not stated)
19	CN1CCN(c2ccc(Nc3c4ccccc4nc4ccccc34)cc2)CC1
20	COc1ccc(/C=C/c2ccccc2)cc1C1C2C=CCC(C)C2C(=O)N1Cc1ccccc1 (configuration not stated)
compound no.,16,17,18,19,20
RECQ1 inh,-5%,-3%,-11%,13µM*,i
TR SRC2 fluor cs,-1%,-2%,-7%,-4%,1%
TRb SRC2 PPI,-11%,-3%,-2%,5%,6%

21	COc1ccc(CNC(=O)Nc2ccc([N+](=O)[O-])cc2)cc1
22	c1ccc(COC[C@@H]2CO2)cc1
23	COc1ccc(C2CC(c3ccccc3)Oc3c(C)ccc(C(C)C)c32)cc1 (configuration not stated)
24	CC[C@H](C)[C@H](NC(=O)[C@H](Cc1ccc(O)cc1)NC(=O)[C@H](Cc1cnc[nH]1)NC(=O)[C@H](CCCNC(=N)N)NC(=O)[C@H](CC(C)C)NC(=O)[C@H](C)NC(=O)[C@@H](N)CO)C(=O)N[C@@H](CC(N)=O)C(=O)N[C@@H](CC(C)C)C(=O)N[C@H](C(=O)N[C@H](C(=O)N[C@@H](CCCNC(=N)N)C(=O)N[C@@H](CCC(N)=O)C(=O)N[C@@H](CCCNC(=N)N)C(=O)N[C@@H](Cc1ccc(O)cc1)C(N)=O)[C@@H](C)O)[C@@H](C)CC
25	COc1ccc(C2/C=C\CN(CC3CCCCC3)C(Cc3ccccc3)C(=O)N2Cc2ccc(F)cc2)cc1 (configuration not stated)
compound no.,21,22,23,24,25
RECQ1 inh,-4%,0%,0%,10%,-8%
TR SRC2 fluor cs,-1%,-8%,-1%&-2%,-2%,-2%
TRb SRC2 PPI,0%,0%,-13%&0%,-7%,3%

26	CC12CCC=CC1C(c1ccc(Br)cc1F)N(Cc1ccccc1)C2=O (configuration not stated)
27	CC[C@H](C)[C@H](NC(=O)[C@H](CC(=O)O)NC(=O)[C@H](CC(C)C)NC(=O)[C@H](Cc1cnc[nH]1)NC(=O)[C@H](C)NC(=O)[C@H](Cc1ccccc1)NC(=O)[C@H](Cc1ccc(O)cc1)NC(=O)[C@@H](NC(=O)[C@H](C)NC(=O)[C@H](CCC(=O)O)NC(=O)[C@H](CCC(=O)O)NC(=O)[C@H](CC(=O)O)NC(=O)CCC(=O)O)C(C)C)C(=O)N[C@H](C(=O)N[C@@H](Cc1c[nH]c2ccccc12)C(=O)O)[C@@H](C)CC
28	COC(=O)C1=CO[C@@H](C)[C@@H]2CN3CCc4c([nH]c5ccccc45)[C@@H]3C[C@H]12
29	CC(C)C[C@H](NC(=O)[C@H](Cc1c[nH]c2ccccc12)NC(=O)[C@H](CCCCN)NC(=O)CNC(=O)[C@H](CC(C)C)NC(=O)[C@H](CO)NC(=O)[C@@H](N)Cc1cnc[nH]1)C(=O)NCC(=O)N[C@@H](Cc1cnc[nH]1)C(=O)N1CCC[C@H]1C(=O)N[C@@H](CC(=O)O)C(=O)N[C@@H](CCCCN)C(=O)N[C@@H](Cc1ccccc1)C(=O)O
30	Cc1ccc(F)c(C2C3C=CCCC3(C)C(=O)N2Cc2ccccc2)c1 (configuration not stated)
compound no.,26,27,28,29,30
RECQ1 inh,i,-20%,20%,-5%,i
TR SRC2 fluor cs,?,-2%,16%,-1%,0%
TRb SRC2 PPI,-30%,9%,-2%,9%,-5%

31	O=C(NCC1CC1)C1(C(F)(F)F)CC(CCc2ccccc2)CCCO1 (configuration not stated)
32	COc1cc(C(CCN2CCCC2)c2c(OC)cc(OC)c3c2OC(=O)CC3c2ccc(N(C)C)cc2)cc(OC)c1OC (configuration not stated)
33	CC1Nc2ccc(Cl)cc2S(=O)(=O)N1 (configuration not stated)
34	CSCC[C@H](NC(=O)[C@@H]1CCCN1C(=O)[C@H](CCCN=C(N)N)NC(=O)[C@H](CC(C)C)NC(=O)[C@@H]1CCCN1C(=O)[C@@H](NC(=O)[C@@H](N)CCC(N)=O)C(C)C)C(=O)N[C@H](C(=O)N[C@@H](Cc1ccc(O)cc1)C(=O)N[C@@H](CCCCN)C(=O)O)[C@@H](C)O
35	CCOC(=O)N1CCCN(/[N+]([O-])=N/Oc2ccc([N+](=O)[O-])cc2[N+](=O)[O-])CC1
compound no.,31,32,33,34,35
RECQ1 inh,-9%,-6%,7%,4%,i
TR SRC2 fluor cs,0%,-1%,-8%,5%,0%
TRb SRC2 PPI,-3%,6%,-9%,4%,1%

36	CC[C@@H](C(=O)[C@@H](C)[C@@H](O)[C@H](C)CCc1ccc(C)c(O)c1C(=O)O)C1O[C@](CC)(C2CC[C@](O)(CC)[C@H](C)O2)C[C@@H]1C (some centres not stated)
37	CC1(C)CCC[C@]2(C)[C@H]3CC(=O)O[C@]3(C)CC[C@@H]12
38	O=S1(=O)C2CC3OC2(CC3c2ccc(F)cc2)CN1Cc1ccc(Cl)cc1 (configuration not stated)
39	CC[C@H](C)[C@H](NC(=O)[C@H](C)NC(=O)[C@@H](N)C(C)C)C(=O)N[C@H](C(=O)N[C@H](C(=O)N[C@@H](CC(C)C)C(=O)N[C@H](C(=O)N[C@@H](CCCCN)C(=O)O)C(C)C)C(C)C)[C@@H](C)O
40	O=C(NC(NC(=S)Nc1ccc(F)c([N+](=O)[O-])c1)C(Cl)(Cl)Cl)C(c1ccccc1)c1ccccc1 (configuration not stated)
compound no.,36,37,38,39,40
RECQ1 inh,-8%,-9%,5%,-15%,-3%&-19%
TR SRC2 fluor cs,2%,-4%,0%,2%,?
TRb SRC2 PPI,9%,2%,6%,7%,6%&-11%

41	CC(=O)N[C@@H](CCCNC(=N)N)C(=O)N[C@H](CC1CCCCC1)C(=O)N[C@@H]1CCC2SC[C@@H](C(=O)N[C@H](CCCNC(=N)N)C(=O)N[C@H](Cc3ccc(Cl)cc3)C(N)=O)N2C1=O (some centres not stated)
42	O=C(Nc1cccc(Cl)c1)OCC#CCCl
43	O=C(O)CCc1ccc(NCc2cccc(Oc3ccccc3)c2)cc1
44	c1ccc2[nH]c(NCCCc3cnc[nH]3)nc2c1
45	CCCCCC(O)c1ccc([C@H]2CCC(=O)[C@@H]2CCCCCCC(=O)O)cc1 (some centres not stated)
46	NCCCCCCC(O)(P(=O)(O)O)P(=O)(O)O
47	CC(C)C[C@H](NC(=O)[C@H](CCCCN)NC(=O)CNC(=O)[C@H](CC(C)C)NC(=O)[C@@H](NC(=O)[C@@H]1CSSC[C@H](N)C(=O)N[C@@H](CO)C(=O)N[C@@H](CC(N)=O)C(=O)N[C@@H](CC(C)C)C(=O)N[C@@H](CO)C(=O)N[C@@H]([C@@H](C)O)C(=O)N1)C(C)C)C(=O)N[C@@H](CO)C(=O)N[C@@H](CCC(N)=O)C(=O)N[C@@H](CCC(=O)O)C(=O)N[C@@H](CC(C)C)C(=O)N[C@@H](Cc1cnc[nH]1)C(=O)N[C@@H](CCCCN)C(=O)N[C@@H](CC(C)C)C(=O)N[C@@H](CCC(N)=O)C(=O)N[C@H](C(=O)N[C@@H](Cc1ccc(O)cc1)C(=O)N1CCC[C@H]1C(=O)N[C@@H](CCCNC(=N)N)C(=O)N[C@H](C(=O)N[C@@H](CC(N)=O)C(=O)N[C@H](C(=O)NCC(=O)N[C@@H](CO)C(=O)NCC(=O)N[C@H](C(=O)N1CCC[C@H]1C(N)=O)[C@@H](C)O)[C@@H](C)O)[C@@H](C)O)[C@@H](C)O
48	COc1ccc(C2=Nn3c(nnc3-c3ccccc3C)SC2)cc1
compound no.,41,42,43,44,45,46,47,48
RECQ1 inh,-20%,28µM*,-15%,-2%,-9%,-9%,13%,-1%
TR SRC2 fluor cs,-3%,7.9µM*[fluorescent],-14%,-4%,-3%,1%,3%,-3%
TRb SRC2 PPI,2%,0.79µM*,7%,2%,1%,-5%,10%,-8%

From PubChem

A portion of the library; the hit share may differ from the screen's.
